# Screens as filed in PubChem.
# ERp5 block: blocks human ERp5 reductase activity on insulin. actives 0.05% (n = 350,000). ERp5 insulin aggregation, absorbance 650 nm, 90 min. inhibition, % at 9.99 µM. Q15084. AID 651711;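 active means mean replicate inhibition above about 25%, with every replicate also reaching it, limit read from the data, passing the limit was not always enough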
# Target sequence (Q15084 whole entry, looked up): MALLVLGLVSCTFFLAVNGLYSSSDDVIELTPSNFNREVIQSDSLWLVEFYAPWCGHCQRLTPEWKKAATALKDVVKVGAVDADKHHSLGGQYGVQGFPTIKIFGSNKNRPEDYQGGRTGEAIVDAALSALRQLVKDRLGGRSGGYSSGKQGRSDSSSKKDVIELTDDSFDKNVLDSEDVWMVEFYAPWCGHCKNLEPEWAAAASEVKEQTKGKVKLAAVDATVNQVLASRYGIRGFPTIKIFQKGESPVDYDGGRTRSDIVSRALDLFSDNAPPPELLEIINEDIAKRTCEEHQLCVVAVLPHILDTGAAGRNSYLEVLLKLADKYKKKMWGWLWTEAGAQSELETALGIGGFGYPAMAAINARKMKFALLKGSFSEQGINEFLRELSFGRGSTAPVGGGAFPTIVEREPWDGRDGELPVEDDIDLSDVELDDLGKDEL
# ARNT TACC3 PPI: ARNT/TACC3 interaction disruption; AlphaScreen His-ARNT PAS-B/GST-TACC3 binding, luminescence; TACC3 fragment carries E629A point mutation; actives 0.66% (n = 390,000); AID 623870; inhibition, % at 9.99 µM;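 active means mean inhibition of replicates at least 50% and at least half of replicates each reaching 50%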;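 further: 0% = complete ARNT plus TACC3 wells and 100% = ARNT alone without TACC3; many hits fall short of the cut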
# miR122 inh: blocks miR-122 activity in Huh7 sensor cells; Huh7 miR-122 Renilla luciferase sensor, 48 h; neutral wells = 0, positive control = 100; activation (reporter increase), % at 12.5 µM; actives 0.3% (n = 340,000); AID 602342;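 active means mean replicate activation score at least 90 and every replicate individually at or above 90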;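 further: higher luciferase means less miR-122 activity so hits act as miR-122 inhibitors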
# Statin myotox sup: suppression of simvastatin myotoxicity | AID 602340 | rescue of ATP level, % at 7.49 µM | actives 0.78% (n = 330,000) | C2C12 myotubes + simvastatin, ATP luminescence, 48 h; scaled: DMSO 0, geranylgeraniol control 100;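 active means mean ATP rescue above about 67%, or every replicate alone reaching that limit, limit read from the data, passing the limit was not always enough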;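 further: myotubes were challenged with 10 µM simvastatin during compound exposure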
# esBAF inh: SWI/SNF esBAF complex inhibition; actives 2% (n = 350,000); mouse ES cells, Bmi1-luciferase knock-in reporter, 24 h; 100% = twice the neutral-well signal; reporter increase, % at 12.5 µM; in the data active means activation above about 40%;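 further: 0% = median of the plate's neutral control wells and 100% = double that signal; a rise in the Bmi1 reporter signal indicates esBAF inhibition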
# Cneo AK release: Cryptococcus neoformans lysis via adenylate kinase release | AID 651654 | lysis activity, % at 15 µM | actives 0.2% (n = 360,000) | C. neoformans lysis, adenylate kinase release luminescence, 4 h; normalised: neutral wells 0, clomiphene wells 100;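 active means mean lysis activity across replicates of at least 80%, whatever share of replicates individually reach that level; inactive means mean lysis activity below 80%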
#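 Material: C. neoformans cells; Schedule: 4 h static compound exposure, 37 °C, read 1 h post-reagent; Measured by: adenylate kinase release luminescence; Read-out: signal increase indicating cell lysis; Controls: Clomiphene as positive lysis control.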
# SIRT5 inh: blocks human SIRT5 desuccinylation of peptide; Purified SirT5, succinyl-peptide AMC, trypsin-coupled fluorescence; AID 652115; actives 1.1% (n = 330,000); inhibition, % at 15 µM; Q9NXA8; in the data active means inhibition above about 15%
# Target sequence (Q9NXA8 whole entry, looked up): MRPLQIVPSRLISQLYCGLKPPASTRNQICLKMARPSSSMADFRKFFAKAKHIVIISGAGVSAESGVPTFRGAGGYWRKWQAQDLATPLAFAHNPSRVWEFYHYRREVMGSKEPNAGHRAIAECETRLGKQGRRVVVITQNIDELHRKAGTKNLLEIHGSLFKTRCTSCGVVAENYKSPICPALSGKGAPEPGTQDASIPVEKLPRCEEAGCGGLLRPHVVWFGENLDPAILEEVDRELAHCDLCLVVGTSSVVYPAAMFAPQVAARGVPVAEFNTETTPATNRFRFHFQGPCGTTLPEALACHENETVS
# Starred values were filed as active, the others as inactive; · = not tested or not shown; [ ] = another dose, or the depositor's remark.
nr	compound	ERp5 block	ARNT TACC3 PPI	miR122 inh	Statin myotox sup	esBAF inh	Cneo AK release	SIRT5 inh
1	COC(=O)C(Cc1c[nH]c2ccccc12)NC(=O)C(=O)c1c[nH]c2ccccc12 (stereo not drawn)	3.7	6.1	-0.3	12.2	11.6	1.5	0.2
2	CN(C)/N=C/C=C1\CCC/C(=C\c2ccc(F)c(F)c2)C1=O	-1.1	·	-2.2	·	·	·	6.1
3	Cc1ccc2c(c1)NC(=O)C(CC(=O)NC1CCCCC1C)O2 (stereo not drawn)	0.9	33.5	·	3.7	-2.4	-2.3	·
4	CCOC(=O)C1(Cc2ccccc2C)CCCN(C(=O)c2ccnn2C)C1 (stereo not drawn)	3.0	6.4	-1.6	-9.4	7.5	1.3	13.7
5	CC(=N)C1=C(O)CC(c2ccccc2)CC1=O (stereo not drawn)	2.5	-4.2	-4.4	7.8	-3.3	4.2	-4.9
6	COc1ccccc1C1CC(c2cccs2)=Nc2ccccc2S1 (stereo not drawn)	·	5.7	7.6	20.4	53.1*	-3.8	·
7	CC(=O)Oc1ccc(/C=N/NC2=NS(=O)(=O)c3ccccc32)cc1	1.9	4.9	-3.3	8.3	-4.4	-1.1	4.6
8	CN(CP(=O)(O)CN(C)S(C)(=O)=O)S(C)(=O)=O	·	-4.5	·	35.2	-6.8	-2.8	·
9	COc1ccc(Cc2nnc(NC(=O)Cc3cccs3)s2)cc1	·	-7.4	-0.7	26.2	-12.5	-0.3	·
10	CC1=CCC(C(=O)O)(C(=O)N/N=C/c2cccs2)C(c2ccc([N+](=O)[O-])cc2)C1 (stereo not drawn)	·	-5.9	1.6	8.0	-5.3	2.1	·
11	COc1ccccc1NC(=O)Nc1ccc(F)c(F)c1	0.9	-8.0	14.3	-15.4	22.1	-2.2	0.8
12	O=C(NC(=S)Nc1ccccc1Cl)c1ccco1	1.1	·	-3.2	-34.9	58.2*	-4.3	2.0
13	COc1ccc(OCCCN2CCCCCC2)cc1	·	46.6*	1.3	-24.0	5.2	2.2	·
14	COc1cccc(NC(=O)COC(=O)CCCC2=NS(=O)(=O)c3ccccc3N2)c1	-6.1	-2.8	3.4	9.0	0.1	-1.1	-1.5
15	C[C@H](NC(=O)C[C@@H]1C[C@@H]2c3cc(NS(C)(=O)=O)ccc3O[C@@H]2[C@H](CO)O1)c1ccccc1	5.1	-16.6	1.7[16.7 µM]	-0.4	0.4	3.7	-5.3
16	O=C1CN(S(=O)(=O)c2cc(Cl)ccc2Cl)c2ccccc2N1	5.0	6.9	-1.6	-8.7	-1.6	1.8	-0.6
17	O=C(C1CC1)N1N=C(c2ccccc2)CC1(O)C(F)(F)F (stereo not drawn)	3.0	-2.8	-3.3	3.9	-8.9	-1.0	-0.4
18	COc1ccc(C(=O)NCc2cc(C)nc3ccccc23)cc1	6.1	-5.5	·	·	·	·	0.6
19	COc1ccccc1C(=O)NN(C)C1=NS(=O)(=O)c2ccccc21	4.3	-4.0	·	20.3	0.0	-1.1	-3.2
20	COc1ccccc1NC(=O)CN1C(=O)NC2(CCCc3ccccc32)C1=O (stereo not drawn)	-15.1	·	5.0	3.8	-1.1	6.1	-1.0

# Arranged by length of the SMILES (falling): 6 of the compounds above
nr	compound	ERp5 block	ARNT TACC3 PPI	miR122 inh	Statin myotox sup	esBAF inh	Cneo AK release	SIRT5 inh
15	C[C@H](NC(=O)C[C@@H]1C[C@@H]2c3cc(NS(C)(=O)=O)ccc3O[C@@H]2[C@H](CO)O1)c1ccccc1	5.1	-16.6	1.7[16.7 µM]	-0.4	0.4	3.7	-5.3
14	COc1cccc(NC(=O)COC(=O)CCCC2=NS(=O)(=O)c3ccccc3N2)c1	-6.1	-2.8	3.4	9.0	0.1	-1.1	-1.5
7	CC(=O)Oc1ccc(/C=N/NC2=NS(=O)(=O)c3ccccc32)cc1	1.9	4.9	-3.3	8.3	-4.4	-1.1	4.6
16	O=C1CN(S(=O)(=O)c2cc(Cl)ccc2Cl)c2ccccc2N1	5.0	6.9	-1.6	-8.7	-1.6	1.8	-0.6
9	COc1ccc(Cc2nnc(NC(=O)Cc3cccs3)s2)cc1	·	-7.4	-0.7	26.2	-12.5	-0.3	·
11	COc1ccccc1NC(=O)Nc1ccc(F)c(F)c1	0.9	-8.0	14.3	-15.4	22.1	-2.2	0.8

# Next entries follow:
nr	compound	ERp5 block	ARNT TACC3 PPI	miR122 inh	Statin myotox sup	esBAF inh	Cneo AK release	SIRT5 inh
21	Cc1cccc(NC(=O)c2cc3c(n(-c4ccccc4)c2=O)CCCC3=O)n1	·	-4.9	-4.7	-0.1	-1.5	3.9	·
22	O=C(C[C@H]1CC[C@H]2[C@@H](COC[C@H](O)CN2Cc2cocn2)O1)NCc1cccc(F)c1	-1.5	-5.4	-5.3[16.7 µM]	37.1	-4.9	45.2	13.4
23	C[C@@H]1CCCCO[C@@H](CN(C)Cc2ccccc2)[C@@H](C)CN([C@H](C)CO)C(=O)c2cc(NS(C)(=O)=O)ccc2O1	·	·	-1.6[16.7 µM]	-23.8	-3.1	·	·
24	CSc1nc(N)cc(=O)[nH]1	4.4	-2.9	-4.0	9.5	-2.9	·	1.1
25	CCOP(=O)(c1ccc(N(C)C)cc1)C(O)c1ccncc1 (stereo not drawn)	-2.1	-5.4	·	·	·	·	-2.7
26	O=C(Cc1ccccc1)NN=Cc1ccccc1	6.0	-1.2	-5.3	-4.8	6.6	-0.5	0.9
27	Cc1cccc(C)c1NC(=O)CNC(=O)CCCN1C(=O)c2cccc3cccc(c23)C1=O	3.5	·	-3.9	7.1	-8.5	-2.3	-2.2
28	Cc1cccc(N/C(N)=N/c2nc(C)cc(C)n2)c1	·	4.9	2.5	-7.5	0.9	2.9	·
29	CO[C@H]1CN(C)C(=O)c2ccc(NC(=O)Nc3ccccc3)cc2OC[C@@H](C)N(C(=O)CC2CC2)C[C@@H]1C	-4.5	-0.9	-12.2[16.7 µM]	-2.7	-7.1	-2.8	3.5
30	C[C@H](CO)N1C[C@H](C)[C@H](CN(C)S(=O)(=O)c2cccs2)Oc2c(NS(C)(=O)=O)cccc2C1=O	1.6	-6.4	10.2[16.7 µM]	-40.3	-2.3	1.6	2.3
31	CCn1c(SCC(=O)NC(=O)Nc2ccc3c(c2)OCCO3)nnc1-c1cccs1	·	-2.2	-7.3	9.9	18.4	2.0	·
32	Cc1ccc(-c2ccc(=O)n(CCC(=O)NCCN3CCCCC3C)n2)cc1 (stereo not drawn)	·	-5.4	0.0	·	4.3	3.6	·
33	NC(=S)N/N=C/c1cccc(O)c1O	5.4	·	6.3	·	·	·	-1.7
34	C[C@H](O)C#Cc1ccc([C@H]2[C@H]3CN(C(=O)Nc4ccccc4)CCCCN3[C@H]2CO)cc1	0.9	-11.9	-3.3[16.7 µM]	22.4	13.2	-5.0	2.2
35	C[C@@H]1CN([C@H](C)CO)C(=O)c2cc(NC(=O)C3CCCCC3)ccc2O[C@@H](C)CCCCO[C@H]1CN(C)C(=O)C1CCCCC1	12.9	3.9	-7.9[16.7 µM]	·	2.0	-1.7	2.5
36	O=C(C[C@H]1C=C[C@@H](NC(=O)Nc2ccc(C(F)(F)F)cc2)[C@H](CO)O1)NCc1cccc(F)c1	1.0	-1.3	15.7[16.7 µM]	0.9	-2.7	6.3	-0.4
37	COc1ccc(Cl)cc1NC(=O)CSc1nnc(-c2ccco2)o1	2.9	-4.9	·	-3.3	-5.3	-2.5	2.1
38	CCN(CC)C(=O)Cn1cc(/C=C(\C#N)C(=O)N2CCN(c3ccccc3)CC2)c2ccccc21	·	7.8	-2.7	8.3	0.0	0.2	·
39	CCCNC(=O)Nc1ccc2c(c1)C(=O)N(C)C[C@H](OC)[C@H](C)CN(C(=O)C1CCOCC1)[C@@H](C)CO2	0.5	-13.7	·	-1.8	-3.4	-4.0	-1.9
40	O=C(NNC(=O)c1ccc(Oc2ccc(C3SCCS3)cc2)o1)c1ccc(Cl)cc1	2.0	-3.9	·	9.4	-8.3	·	1.1

# Screen by screen, from the results shown:
# ARNT TACC3 PPI, nos. 21–31: -4.9, -5.4, ·, -2.9, -5.4, -1.2, ·, 4.9, -0.9, -6.4, -2.2

# (list continues)
nr	compound	ERp5 block	ARNT TACC3 PPI	miR122 inh	Statin myotox sup	esBAF inh	Cneo AK release	SIRT5 inh
41	CNC[C@@H]1OCc2ccccc2-c2ccccc2C(=O)N([C@H](C)CO)C[C@@H]1C	3.4	·	0.2	4.7	4.4	3.6	-0.8
42	C[C@@H]1CN([C@H](C)CO)C(=O)c2cc(NC(=O)Nc3ccccc3)ccc2O[C@@H]1CN(C)C(=O)Nc1cccc2ccccc12	0.0	·	-6.9[16.7 µM]	-34.5	-0.2	-1.5	3.7
43	Fc1ccccc1COc1ccc(/C=N/NC(=S)NCc2ccccc2)cc1	·	-5.6	10.3	12.8	-6.1	2.3	·
44	CCn1c(SCC(=O)OC(C)C)nnc1-c1ccccc1	-5.8	·	-1.0	·	·	1.5	-0.8
45	COc1ccc(N2CCN(C3CCCCC3NS(=O)(=O)c3ccccc3)CC2)cc1 (stereo not drawn)	-4.5	19.6	·	4.2	-5.3	11.1	-0.3
46	C[C@@H]1CN([C@@H](C)CO)C(=O)Cc2cc(NC(=O)CCN3CCOCC3)ccc2O[C@@H]1CN(C)CC1CCCCC1	-2.3	3.6	3.5[16.7 µM]	17.0	0.5	-3.3	-12.2
47	CCCOc1cccc(C2C(C(=O)c3cc4ccccc4o3)=C(O)C(=O)N2c2cc(C)on2)c1 (stereo not drawn)	-3.8	-0.3	5.0	-1.0	-1.4	-4.8	2.9
48	Cc1c(NC(=O)COC(=O)C2CC3C=CC2C3)c(=O)n(-c2ccccc2)n1C (stereo not drawn)	·	0.6	4.5	2.4	0.0	24.5	·
49	COC(=O)C1=C(C)N=C2SCCC(=O)N2C1c1cc(Br)ccc1OC (stereo not drawn)	·	-3.4	-10.2	36.0	-2.1	-2.6	·
50	CCCn1c(=N)n(CC(=O)c2ccco2)c2ccccc21	·	-1.2	3.9	-6.8	-3.7	0.4	·
51	O=C1OCC2=C1C(c1ccc3c(c1)OCO3)c1cc3c(cc1O2)OCO3 (stereo not drawn)	9.7	3.5	·	·	·	·	-1.5
52	CCCNC(=O)Nc1ccc2c(c1)C(=O)N(C)C[C@H](OC)[C@H](C)CN(CCC(F)(F)F)[C@H](C)CO2	·	·	7.2[16.7 µM]	0.3	-1.1	·	·
53	Cc1ccc(S(=O)(=O)NCCC(=O)OCC(=O)N(C)c2ccccc2)cc1	-1.9	1.1	·	16.4	-1.5	2.8	-0.4
54	COc1ccc(CC(=O)NNC(=O)c2cccnc2)cc1OC	0.1	0.5	0.2	·	·	3.0	-0.5
55	Cc1sc2ncnc(OCC(=O)c3ccc(S(=O)(=O)N4CCCC4)cc3)c2c1C	·	-5.8	-27.2	2.1	-1.6	-0.7	·
56	CCCCC(=O)Nc1cccc(-c2cn3ccsc3n2)c1	·	1.3	50.9	-14.4	33.4	·	·
